Compound activity as filed in PubChem BioAssay.
Rab2A wt mod = changes GTP binding to wildtype dog Rab2A, up or down; GTP binding activity, % at 10 µM; GST-Rab2 wt beads, Bodipy-GTP binding, flow cytometry; P61105; 190,000 compounds, 0.19% hits; AID 760;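 active = GTP binding activity at least 20 points away from 100%, either lowered or raised; inconclusive = signal likely due to the compound's own green fluorescence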;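 note: 0% = beads with excess unlabeled GTP and 100% = no-compound control corrected for plate trend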
Rac1 wt GTP bind = alters GTP binding to wildtype human Rac1; GST-Rac1 beads, fluorescent GTP binding, flow cytometry; actives lie on both sides; 0 = cold GTP competed, 100 = untreated; 190,000 compounds, 0.27% hits; AID 757; GTP binding activity (% of control), % at 10 µM;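 active = GTP binding activity at least 20 points away from the 100% control level, either lower or higher; inconclusive = compound flagged as likely green fluorescent, judged across all proteins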
Cdc42 wt GTP = changes GTP binding to wildtype human Cdc42 | 190,000 compounds, 0.2% hits | percent activity (GTP binding), % at 10 µM | P60953 | GST-Cdc42 beads, Bodipy-GTP binding, flow cytometry; actives lie on both sides | AID 761;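 active = percent activity GTP binding at least 20 points away from the 100% baseline, either down as inhibitor or up as activator; inconclusive = compound flagged as likely green fluorescent from well-wide comparison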;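 note: median bead fluorescence of bound Bodipy-FL-GTP at 100 nM; 0% = excess unlabeled GTP control and 100% = no compound control; below 100% means less GTP binding so inhibitor and above means activator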
HRas wt GTP = modulators of GTP binding to human HRas wildtype | P01112 | GST-Ras wt beads, Bodipy-FL-GTP binding, flow cytometry; actives lie on both sides | GTP binding activity, % at 10 µM | 190,000 compounds, 0.14% hits;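 active = GTP binding activity at least 20% away from the 100% baseline, either lowered as inhibitor or raised as activator; inconclusive = flagged as likely green fluorescent, judged across all proteins in the well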;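 note: 0% = unlabeled GTP competition control and 100% = no-compound control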
ABCG2 block = human ABCG2 inhibition, ABCB1 as counter-screen. Q9UNQ0. IgMXP3 cells, JC-1 efflux, flow cytometry. AID 1325. inhibition, % at 6.6 µM. 190,000 compounds, 0.1% hits;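 active = inhibition above 80%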;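 note: 0% = DMSO and 100% = nicardipine control wells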
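Test system: ABCG2 IgMXP3 and barcoded ABCB1 CCRF-Adr cell mix; Schedule: cells with compound and JC-1, 10 min at 25 °C, rotating, no wash; Technique: flow cytometry of retained JC-1 fluorescence; Measure: % inhibition of efflux relative to nicardipine and DMSO; Controls: nicardipine high and DMSO low controls.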
Pf gamet viab = kills late stage P. falciparum gametocytes; P. falciparum stage V gametocytes, ATP luminescence, 24 h; inhibition, % at 10.9 µM; 150,000 compounds, 0.065% hits; AID 743093;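 active = inhibition above the mean plus 3 SD of compounds within the control limits, set per campaign, cut at about 38% in these data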;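 note: 0% = DMSO wells and 100% = medium only without gametocytes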
Rac1 mut GTP = human Rac1 activated mutant GTP binding change; AID 764; GST-Rac1 activated beads, fluorescent GTP binding, flow cytometry; actives lie on both sides; 100% means binding = to untreated wells; P63000; 190,000 compounds, 0.11% hits; percent activity (GTP binding), % at 10 µM;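 active = GTP binding at least 20 percentage points away from the 100% baseline, in either direction, so actives lie on both sides; inconclusive = Compound likely fluorescent itself, or too few beads counted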
Mcl1-Noxa inh = Mcl-1/Noxa interaction inhibition. AID 1022. Q07820. 220,000 compounds, 1.5% hits. TR-FRET Mcl-1/Noxa peptide binding, 2 h. inhibition, % at 21.7 µM;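 active = compounds that cut the protein-peptide binding signal by more than 50% relative to plate controls in a single-dose test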;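 note: His-tagged Mcl-1 with rhodamine Noxa BH3 peptide and terbium anti-His antibody; 0% = Mcl-1 plus Noxa peptide wells and 100% = peptide-only wells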
Rab7 wt modul = alters GTP binding to wildtype dog Rab7. GST-Rab7 beads, fluorescent GTP binding, flow cytometry; actives lie on both sides; untreated = 100%, excess cold GTP = 0%. GTP binding activity (percent of control), % at 10 µM. 190,000 compounds, 0.055% hits. AID 758;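 active = fluorescent GTP binding to Rab7 beads changed by at least 20 points from the 100% baseline, either direction, mostly lower; inconclusive = compound itself probably fluorescent, or too few beads counted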;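 note: median green fluorescence of bound Bodipy-FL-GTP per Rab7 bead population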
Avidin fluor = avidin bead compound fluorescence profile; Avidin beads, compound fluorescence 488/530 nm, flow cytometry; stronger effect = higher value; fluorescence (KMESF) at 10 µM; 220,000 compounds, 0.38% hits; AID 1775; in the data active = fluorescence above about 47; note: inactives centre near 10
ABCB1 block = inhibitors of human ABCB1 transporter, ABCG2 counter-screen; 190,000 compounds, 0.067% hits; inhibition, % at 6.6 µM; CCRF-Adr cells, JC-1 efflux, flow cytometry; P08183; in the data active = inhibition above about 40%;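 note: 0% = vehicle and 100% = reference inhibitor; higher value means more JC-1 retained so stronger ABCB1 efflux block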
Target sequence (P08183 whole entry, looked up): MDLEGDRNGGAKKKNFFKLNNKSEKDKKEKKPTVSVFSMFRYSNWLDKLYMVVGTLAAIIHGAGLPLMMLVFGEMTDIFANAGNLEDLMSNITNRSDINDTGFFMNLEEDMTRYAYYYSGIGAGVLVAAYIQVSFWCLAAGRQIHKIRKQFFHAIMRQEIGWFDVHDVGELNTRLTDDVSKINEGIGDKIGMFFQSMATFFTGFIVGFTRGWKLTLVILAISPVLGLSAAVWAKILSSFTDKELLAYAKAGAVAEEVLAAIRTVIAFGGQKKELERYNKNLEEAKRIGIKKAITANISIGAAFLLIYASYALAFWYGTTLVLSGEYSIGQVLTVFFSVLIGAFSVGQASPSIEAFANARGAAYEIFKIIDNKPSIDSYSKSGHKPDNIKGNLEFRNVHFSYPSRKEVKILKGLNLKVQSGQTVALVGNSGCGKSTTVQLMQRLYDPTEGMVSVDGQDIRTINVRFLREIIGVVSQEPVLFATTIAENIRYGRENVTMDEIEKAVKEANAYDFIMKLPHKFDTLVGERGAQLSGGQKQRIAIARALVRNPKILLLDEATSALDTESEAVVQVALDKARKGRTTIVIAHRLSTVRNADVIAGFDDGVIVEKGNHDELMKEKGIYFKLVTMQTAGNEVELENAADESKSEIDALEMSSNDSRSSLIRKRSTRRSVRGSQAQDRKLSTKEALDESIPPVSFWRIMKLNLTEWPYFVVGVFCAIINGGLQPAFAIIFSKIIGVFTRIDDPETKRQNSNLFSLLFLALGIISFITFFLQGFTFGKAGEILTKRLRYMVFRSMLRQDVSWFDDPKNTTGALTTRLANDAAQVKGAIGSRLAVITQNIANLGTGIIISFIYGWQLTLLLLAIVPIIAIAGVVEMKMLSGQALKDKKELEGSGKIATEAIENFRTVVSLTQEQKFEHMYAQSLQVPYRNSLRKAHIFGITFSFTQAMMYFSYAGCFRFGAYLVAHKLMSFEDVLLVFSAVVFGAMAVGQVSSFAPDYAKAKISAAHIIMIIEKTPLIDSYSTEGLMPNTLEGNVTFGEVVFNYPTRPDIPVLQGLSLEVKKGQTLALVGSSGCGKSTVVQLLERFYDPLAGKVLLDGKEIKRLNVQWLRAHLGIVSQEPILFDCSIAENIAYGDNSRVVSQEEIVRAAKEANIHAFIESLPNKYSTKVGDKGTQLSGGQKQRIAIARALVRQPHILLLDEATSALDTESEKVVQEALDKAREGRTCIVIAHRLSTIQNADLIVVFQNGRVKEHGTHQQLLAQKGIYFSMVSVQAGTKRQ
An asterisk follows results filed as active; ? = inconclusive; nt = no result given.

SMILES	Rab2A wt mod	Rac1 wt GTP bind	Cdc42 wt GTP	HRas wt GTP	ABCG2 block	Pf gamet viab	Rac1 mut GTP	Mcl1-Noxa inh	Rab7 wt modul	Avidin fluor	ABCB1 block
Cc1nc(-c2ccc(NC(=O)c3cccs3)cc2)cs1	100	106	101	102	1	nt	102	8	100	10	0.2
COc1ccc(C)cc1-n1nnnc1SCC1CCCO1 (stereo not given)	102	102	99	102	4	-4	98	-12	102	2	-0.4
Cc1ccc(S(=O)(=O)NNC(=O)Nc2ccc(Cl)cc2)cc1	98	105	103	101	0	nt	99	1	104	5	-0.2
CNc1c(N)c(=O)oc2ccccc12	92	97	97	95	6	7	94	4	91	9	0.2
CCN1C(=O)S/C(=C/c2ccc(Sc3nc4ccccc4[nH]3)o2)C1=O	97	104	101	97	5	1	99	23	97	12	1.2
COCCN(C(=O)c1ccccc1OC)c1nnc(C)s1	100	98	98	100	5	-5	96	-2	107	8	1.8
CCc1ccccc1N1CCN(S(=O)(=O)c2ccc(F)c(C)c2)CC1	99	100	100	100	11	-9	99	-4	100	18	0.6
COc1cc(/C=N/Nc2nc3ccccc3o2)cc(OC)c1O	99	105	103	102	1	-25	99	22	99	26	-0.1
CCOC(=O)C1CCN(c2c(N3CCCCCC3)c(=O)c2=O)CC1	100	102	101	99	-2	nt	100	16	99	7	-2.1
O=C(O)C1CCCCC1C(=O)NCCCn1ccnc1 (stereo not given)	100	105	98	101	0	nt	97	-2	100	6	0.1
CC(C)NC(=O)Cn1nnc(-c2cccc(NC(=O)c3ccccc3F)c2)n1	106	111	111	106	2	8	105	17	102	7	0.2
CCOC(=O)c1sc2ncn(CC(=O)N(CC)CC)c(=O)c2c1C	95	97	97	98	12	12	96	0	94	10	1.9
C/C(CCc1oc2c(Br)cc(Br)cc2c1-c1ccc(C)o1)=N\O	101	104	101	101	1	3	98	40	102	43	0.7
O=C(CN(c1ccccc1Cl)S(=O)(=O)c1ccccc1)N/N=C/c1ccccc1C(=O)O	97	99	98	97	-4	nt	94	12	105	10	-0.9
CC(C)c1ccc(NC(=O)C(=O)C2C(=O)Nc3ccccc32)cc1 (stereo not given)	92	95	94	94	-1	nt	95	-40	93	9	-0.8
COc1cc(S(=O)(=O)N(Cc2ccccn2)Cc2ccccc2Cl)ccc1-n1cnnn1	99	103	102	99	5	nt	97	1	96	23	2.6
O=C(Cn1cnc([N+](=O)[O-])n1)N/N=C/c1ccc2ccccc2c1	97	100	102	97	32	nt	98	-1	97	27	0.2
CCCOc1ccc(CC(=O)NNC(=S)Nc2ccccc2)cc1Br	99	104	100	99	-3	-20	98	-33	100	6	-1.3
CC(C)(C)NC(=O)c1ccccc1-c1nc(-c2ccccc2Cl)no1	97	96	97	98	5	-1	99	-9	96	16	1.1
COC(=O)Cn1c(=O)c2c(nc(Br)n2Cc2ccccc2Cl)n(C)c1=O	105	105	105	104	1	nt	100	5	101	9	0.4
O=C1c2cccc3c(N4CCOCC4)c([N+](=O)[O-])cc(c23)C(=O)N1c1cccc2ccccc12	102	111	101	99	-5	7	101	1	105	2	0.3
CC(=O)Nc1ccccc1-c1nc2ccc(C(=O)N3CCN(c4cc(C)ccc4C)CC3)cc2[nH]c1=O	99	97	98	97	1	nt	96	-4	101	78*	0.0
CCOc1cccc(N2C(=O)CC(N3CCC(C(N)=O)(N4CCCCC4)CC3)C2=O)c1 (stereo not given)	105	111	108	103	16	-3	106	-8	100	21	0.7
CC12CN3CC(C)(CN(C1)C3c1ccc3c(c1)OCO3)C2 (stereo not given)	98	103	96	100	1	1	98	0	103	19	0.5
O=C(NCCCN1CCN(c2cccc(Cl)c2)CC1)c1nc(-c2ccncc2)no1	100	101	101	102	5	nt	101	6	100	8	1.1

The list continues.
SMILES	Rab2A wt mod	Rac1 wt GTP bind	Cdc42 wt GTP	HRas wt GTP	ABCG2 block	Pf gamet viab	Rac1 mut GTP	Mcl1-Noxa inh	Rab7 wt modul	Avidin fluor	ABCB1 block
Cc1ccc(C)c(OCc2nnc(N)s2)c1	101	104	103	102	0	4	99	20	104	32	0.1
COc1ccc(Nc2oc(COc3cccc(C)c3)nc2C#N)cc1	103	105	102	100	30	nt	98	-4	100	13	-0.5
CC(C)NC(=O)NC(=O)COc1ccc(Br)cc1Br	98	103	98	99	15	nt	100	-10	97	12	-0.1
CC(C(=O)N(C1CC1)C1(C(=O)Nc2ccccc2)CCCC1)N1C(=O)c2ccccc2C1=O (stereo not given)	105	107	105	105	2	nt	102	9	107	7	1.4
COc1cccc(CC(=O)n2nc(N)c3cc4ccc(OC)cc4nc32)c1	101	105	101	102	-4	nt	100	-20	100	7	-3.1
N#Cc1cc2c(=O)n3ccccc3nc2n(CCCn2ccnc2)c1=N	97	98	99	97	5	nt	98	nt	94	8	-0.5
COCCN(C(=O)CSc1nnc(C)n1Cc1ccccc1)c1c(N)n(CC(C)C)c(=O)[nH]c1=O	94	95	98	97	6	-15	94	10	96	10	0.1
CCOC(=O)CN(C(=O)CSc1nnc2c(n1)[nH]c1c(C)cc(C)cc12)c1ccccc1	98	99	95	98	3	nt	95	10	96	7	1.0
COc1ccc(NC(=O)c2ccco2)cc1NC(=O)c1cccnc1	94	94	102	96	4	-14	97	nt	93	12	0.5
O=C1C2CCC(C(O)C2)N1Cc1ccccc1 (stereo not given)	100	108	103	102	1	9	101	-3	102	19	0.2
O=C1NCCN(Cc2ccoc2)C1CC(=O)N(CCO)Cc1ccccc1 (stereo not given)	98	96	99	97	2	-16	95	7	102	10	0.3
O=C(NCCCN1CCc2ccccc2C1)Nc1ccc(Cl)cc1	99	99	101	100	0	3	98	20	100	10	0.3
O=[N+]([O-])c1cccc(Nc2nc(Cl)nc(Cl)n2)c1	?	?	?	?	2	7	?	27	?	6	0.8
COCc1c(C(=O)OCC(=O)N2c3ccccc3CC2C)oc2ccccc12 (stereo not given)	101	101	102	101	3	-4	98	13	99	7	0.8
CN(C)CCCOC(=O)c1ccccc1	100	99	96	97	5	nt	97	13	102	10	0.4
CCCCOC(=O)CSc1nc2c(cc1C#N)C(=O)CC(C)(C)C2	98	101	97	99	4	nt	98	21	97	20	0.7
CCOC(=O)/C=c1\s/c(=C\c2ccc3cc(OC)ccc3c2)c(=O)n1CC(=O)NCc1ccc2c(c1)OCO2	103	105	99	105	-7	-6	96	2	110	8	-1.1
CCNC(=O)COC(=O)c1cc(C)n(-c2ccccc2)c1C	103	101	98	103	0	-21	100	6	107	26	-0.2
CCN(CC)c1ccc(N=Cc2ccc([N+](=O)[O-])o2)cc1	95	101	97	95	9	5	94	42	95	2	0.9
CCOc1ccc(CN2CCN(Cc3cccc4c3OCO4)CC2CCO)cc1 (stereo not given)	99	98	97	98	2	0	96	12	105	2	1.4
COc1ccc(C(=O)NC2(C(F)(F)F)C(=O)Nc3c2c(=O)[nH]c(=O)n3CCc2ccc(OC)c(OC)c2)cc1 (stereo not given)	90	91	91	94	1	4	89	12	93	36	0.2
COC(=O)c1sccc1NC(=O)Cn1nnc(-c2ccccc2C)n1	92	95	96	91	9	-7	91	1	95	10	0.9
Cc1oc(-c2ccc(-c3ccccc3)cc2)nc1CN1CCN(CC(=O)N(C)C)CC1	95	101	95	93	1	nt	98	11	93	12	0.5
COc1cccc(CN(C)CC(=O)NCc2ccccc2Cl)c1OC	97	98	102	96	2	17	98	7	97	13	1.1
COC(=O)CN(c1ccccc1OC)S(=O)(=O)c1ccccc1	98	99	99	100	4	nt	98	3	101	8	1.2

(listing goes on)
SMILES	Rab2A wt mod	Rac1 wt GTP bind	Cdc42 wt GTP	HRas wt GTP	ABCG2 block	Pf gamet viab	Rac1 mut GTP	Mcl1-Noxa inh	Rab7 wt modul	Avidin fluor	ABCB1 block
O=C(Nc1ccccc1)c1ccc(N2CCN(c3ccccn3)CC2)c(S(=O)(=O)N2CCOCC2)c1	100	108	104	100	11	nt	101	1	101	36	3.2
COc1ccc(Nc2cc(C(=O)NCCCN3CCN(C)CC3)c3ccccc3n2)cc1OC	?	?	?	?	13	nt	?	25	?	19	2.0
CC(C)CNC(=O)c1cccc(NC(=O)C2CCCO2)c1 (stereo not given)	93	90	95	94	7	nt	92	nt	91	12	0.9
CN1CCN(C(=S)c2cn(CCOc3ccccc3F)c3ccccc23)CC1	100	104	103	100	3	-16	99	4	107	9	1.4
Cc1cccc(NC(=O)CCC(=O)NCCO)c1	101	104	101	99	2	22	94	7	99	23	0.8
COc1ccc(NC(=O)c2ccc(C)cc2Cl)c([N+](=O)[O-])c1	102	99	101	100	3	16	99	-14	97	13	0.5
Cc1ccc(CC(=O)N2CCOCC2)cc1	93	97	96	96	11	nt	94	12	96	3	1.7
Cc1ccc(C(=O)Nc2ncc3c(n2)CC(c2ccco2)CC3=O)cc1 (stereo not given)	102	102	104	100	7	nt	100	7	101	8	0.5
CCCc1nc2sc3c(=O)n(N)cnc3c2c2c1CCCC2	?	?	?	?	13	nt	?	9	?	14	1.1
CCc1cc2cc3c(cc2nc1SCC(=O)Nc1nccs1)OCO3	100	99	101	99	3	nt	95	-267	101	24	0.8
Cc1cccc(NC(=O)Cn2cc([N+](=O)[O-])cn2)n1	102	102	100	98	0	nt	97	-2	101	19	-0.3
Cc1ccc(SCCNC(=O)c2ccc(C)c(S(=O)(=O)Nc3cccc(C)c3)c2)cc1	104	105	103	105	2	nt	100	-2	102	14	0.7
C/C(Cl)=C/CSc1nnc2n(N)c(=O)c3ccccc3n12	100	96	99	98	3	14	97	0	98	6	0.3
CS(=O)(=O)N1CCc2cc(S(=O)(=O)N3CCN(Cc4ccc5c(c4)OCO5)CC3)ccc21	102	103	103	101	6	nt	102	5	101	6	-0.1
O=C(Nc1ncnc2sc3c(c12)CCCC3)c1ccncc1	100	100	97	101	8	-1	97	-4	107	20	0.5
Cc1ccccc1NC(=O)c1nc[nH]c1C(=O)NCc1ccccc1	94	101	96	94	11	nt	94	-46	94	15	-0.6
CCN1CCN(c2cc(=O)n(Cc3ccc(F)cc3)c(=O)[nH]2)CC1	95	98	94	98	-1	4	93	23	102	10	-0.1
Cc1cc(C)cc(OCC(=O)NNC(=O)CN2C(=O)c3ccccc3C2=O)c1	95	97	98	94	31	1	94	-3	97	21	-0.8
CC(C)(C)C(=O)Cn1c(=N)n(Cc2ccccc2Cl)c2ccccc21	101	107	104	103	5	nt	100	-1	103	11	1.7
